WRN helicase inh: blocks human WRN helicase; WRN helicase unwinding, fluorescent forked duplex, kinetic; Potency, µM (series often up to 114 µM), inactives show at the top dose activity change, negative = inhibition, most hits filed as inhibitors; hit rate 0.46% among 360,000; AID 651768; also: potency is read from the fitted curve at half-maximal effect; % is scaled to controls: 0 for no effect and ±100 for the full control effect; nearly all actives have a fitted effect of over 55% in size
Target sequence (Q14191 whole entry, looked up): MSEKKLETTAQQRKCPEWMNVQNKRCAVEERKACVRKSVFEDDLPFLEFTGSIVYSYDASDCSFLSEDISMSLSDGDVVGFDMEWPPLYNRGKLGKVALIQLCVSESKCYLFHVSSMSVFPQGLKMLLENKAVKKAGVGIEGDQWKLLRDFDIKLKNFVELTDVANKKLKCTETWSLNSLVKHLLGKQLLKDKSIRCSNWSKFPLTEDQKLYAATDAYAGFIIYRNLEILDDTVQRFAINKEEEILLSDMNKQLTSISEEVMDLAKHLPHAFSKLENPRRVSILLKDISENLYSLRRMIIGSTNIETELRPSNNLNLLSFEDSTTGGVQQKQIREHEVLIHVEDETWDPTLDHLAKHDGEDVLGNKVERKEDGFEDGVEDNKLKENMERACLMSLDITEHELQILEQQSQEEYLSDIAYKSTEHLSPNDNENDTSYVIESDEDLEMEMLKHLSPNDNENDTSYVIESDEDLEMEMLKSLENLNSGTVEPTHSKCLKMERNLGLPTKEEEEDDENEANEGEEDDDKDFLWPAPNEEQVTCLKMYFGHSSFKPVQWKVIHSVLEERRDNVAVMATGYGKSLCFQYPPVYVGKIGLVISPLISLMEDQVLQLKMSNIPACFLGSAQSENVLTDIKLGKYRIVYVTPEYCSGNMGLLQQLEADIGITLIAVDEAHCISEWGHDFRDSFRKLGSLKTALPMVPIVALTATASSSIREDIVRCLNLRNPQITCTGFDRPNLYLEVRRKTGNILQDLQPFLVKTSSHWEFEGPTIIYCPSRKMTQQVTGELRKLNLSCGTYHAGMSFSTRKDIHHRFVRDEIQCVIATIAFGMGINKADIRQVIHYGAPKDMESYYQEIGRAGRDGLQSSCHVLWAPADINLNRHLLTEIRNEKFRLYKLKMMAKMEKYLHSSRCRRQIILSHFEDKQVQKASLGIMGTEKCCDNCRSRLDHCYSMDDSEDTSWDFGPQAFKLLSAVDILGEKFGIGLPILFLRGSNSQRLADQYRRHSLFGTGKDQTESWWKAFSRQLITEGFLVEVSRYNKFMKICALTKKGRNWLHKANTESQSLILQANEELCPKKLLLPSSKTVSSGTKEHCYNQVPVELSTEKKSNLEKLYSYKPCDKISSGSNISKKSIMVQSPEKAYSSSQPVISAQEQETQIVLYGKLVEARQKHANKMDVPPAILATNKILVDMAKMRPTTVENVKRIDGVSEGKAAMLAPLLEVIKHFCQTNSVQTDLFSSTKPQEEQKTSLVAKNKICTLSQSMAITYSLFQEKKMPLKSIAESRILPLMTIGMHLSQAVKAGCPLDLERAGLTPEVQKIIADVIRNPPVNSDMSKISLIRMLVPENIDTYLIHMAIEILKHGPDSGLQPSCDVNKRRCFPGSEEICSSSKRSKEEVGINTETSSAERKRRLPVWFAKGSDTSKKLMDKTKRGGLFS
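Enzyme (20 nM final) and test compound sit together 15 min at room temperature before substrate addition. Substrate is a single-forked duplex oligonucleotide (100 nM) labelled with fluorophore and quencher, with 2 mM ATP; helicase unwinding raises red fluorescence, read kinetically.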
GLP-1R agonist: activates the human GLP-1 receptor | hit rate 0.007% among 380,000 | Potency, µM (doses to about 45.6 µM), for the others: top-dose activation, actives largely listed as activators | AID 624172 | P43220 | HEK293 GLP-1R CRE-luciferase, luminescence, 4-6 h; cells express a hypersensitive GLP-1R form; also: potency is read from the fitted curve at half-maximal effect; % of control where 0% means no effect
PLK1 PBD inh: blocks phosphopeptide binding to human PLK1 polo-box domain | AID 720504 | Potency, µM, for inactives: max response, negative = inhibition, usual class: inhibitors | hit rate 2.8% among 360,000 | P53350 | Plk1 PBD binding of FITC phosphopeptide, fluorescence polarization; also: potency is read from the fitted curve at half-maximal effect; series mostly up to about 57 µM; % is scaled to controls: 0 for no effect and ±100 for the full control effect; nearly all actives have a fitted effect of over 65% in size
IL-2 act: activators of IL-2. IL-2 activation reporter assay, cell-based qHTS; stimulated with anti-CD3/CD4/CD28 beads; in transgenic mouse T cells. activation, % (series mostly up to about 46 µM). hit rate 0.065% among 360,000. AID 652025; in the data active = activation above about 50%; inconclusive = mostly about 30% to 49%; also: 0% is about no effect
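First, unstimulated transgenic mouse T cells were exposed to compound for 60 min. Next, anti-CD3/anti-CD4-coated beads with anti-CD28 were added. Finally, after 18 h at 37 degrees C, EGFP and DsRed were imaged.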
DRD3 antagonist: blocks the human D3 dopamine receptor. max response, negative = inhibition, %. AID 652054. D3R cells, DiscoveRx beta-arrestin luminescence, antagonist mode; stronger effect = lower value. hit rate 2.5% among 360,000; in the data active = max response below about -50%; inconclusive = no clear call, values can overlap the other calls; also: % is scaled to controls: 0 for no effect and ±100 for the full control effect; mostly tested at two doses, the higher about 12 µM
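Cells plated overnight at 1500 cells/well, then exposed to library compounds with dopamine controls for 90 minutes at 37 degrees C. DiscoveRx reagent added for 30–60 minutes at room temperature; luminescence read, quantitative HTS format.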
D3 ag: D3 dopamine receptor (human) agonism. max activation, %. D3R DiscoveRx beta-arrestin cells, luminescence, 90 min. AID 652048. hit rate 0.58% among 410,000; in the data active = max activation above about 30%; also: 0% is about no effect; mostly tested at two doses, the higher about 12 µM
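Agonist-mode cell screen: cells plated at 1500/well and incubated overnight at 37 °C, then exposed to library compounds for 90 min at 37 °C. Detection reagent was added for 30–60 min at room temperature, and luminescence was read.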
GLP-1R inv ag: acts as inverse agonist at human GLP-1 receptor | P43220 | HEK293 GLP-1R CRE-luciferase, luminescence, 24 h; GLP-1R form is constitutively active | Potency, µM (top dose mostly 38.3 µM), inactives show at the highest dose activity change, negative = inhibition, usual class: inhibitors | hit rate 1.6% among 410,000 | AID 624417; also: potency is read from the fitted curve at half-maximal effect; % is scaled to controls: 0 for no effect and ±100 for the full control effect; nearly all actives have a fitted effect of over 55% in size
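Inverse agonism was detected as reduced cAMP-driven luciferase luminescence after 24 h compound treatment. The cells were HEK293 clones expressing constitutively active human GLP-1R with the reporter. Reporter-only and GPR119 cell lines served as counterscreen controls.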
GLP1R cytotox: cytotoxic in the GLP-1 receptor inverse agonist counter-screen. HEK293 cAMP-luciferase reporter cells, luminescence, 24 h. Potency, µM (doses to about 38.3 µM), without a hit: at the highest dose activity change, negative = inhibition, usual class: inhibitors. hit rate 0.13% among 410,000;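 also: loss of luciferase light is scored as toxicity; potency is read from the fitted curve at half-maximal effect; % is scaled to controls: 0 for no effect and ±100 for the full control effect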
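Quantitative HTS format, 1536 wells, 200 cells/uL seeded. Compounds: 23 nL, 24 h, 37 °C. Detection: luciferase reagent, luminescence at 12 min RT; decreased signal taken as cytotoxic.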
PI5P4K alpha inh: PI5P4K alpha (human) kinase inhibition; PI5P4Kalpha enzyme, ADP-Glo luminescence, 60 min; stronger effect = lower value; hit rate 1.2% among 330,000; max response, %; active = max response of -50% or lower; inconclusive = between -30% and -50%; inactive = -30% or higher; also: value at the top dose of about 77 µM; % is scaled to controls: 0 for no effect and ±100 for the full control effect
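Human PI5P4Kalpha with substrate in 0.038 M HEPES pH 7.4, 0.28 mM EGTA, 0.1% CHAPS, 5% DMSO; reaction started with 5 microM ATP (final), 60 min at room temperature. ADP formed read by ADP-Glo luminescence.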
* hit, by the source's call; ? = inconclusive; . = not tested or not shown; [ ] = another dose, or the depositor's remark. Unless noted, calls follow the shape of the dose curve; as a rule, active = well fitted curve in the direction sought with a large enough effect; inconclusive = small, poorly fitted or top-dose-only effect, or another doubt; inactive = no such curve, though single readings can be large; an effect the other way counts as inactive or inconclusive.

SMILES	WRN helicase inh	GLP-1R agonist	PLK1 PBD inh	IL-2 act	DRD3 antagonist	D3 ag	GLP-1R inv ag	GLP1R cytotox	PI5P4K alpha inh
Cc1c(C(=O)N2CCC(Cc3ccccc3)CC2)sc2ncnc(N3CCC(C)CC3)c12	-8.6%	0.1%	14.3%	0.4	?	-7.3	0.0%	23.7%	1.0
Cc1cc(Cl)ccc1OCC(=O)N(Cc1ccco1)c1c(N)n(Cc2ccccc2)c(=O)[nH]c1=O	-17.4%	-1.6%	-11.0%	0.2	-9.1	-5.2	-17.2%	5.4%	-3.5
COC(=O)c1ccn(-c2nc(-c3ccco3)cc(C(F)(F)F)n2)n1	1.8%	3.7%	-4.7%	-1.5	9.1	0.6	0.4%	-8.0%	0.8
CN(CCO)C(=O)C1CCN(c2ncc(C(F)(F)F)cc2Cl)CC1	-1.3%	6.6%	-20.5%	-1.1	2.6	7.5	-21.0%	0.0%	-4.3
CCOC(=O)[C@]12CCC=C1N(Cc1ccccc1)C(=O)[C@H](CC(=O)NCc1cccs1)C2	3.8%	5.1%	-13.0%	-1.0	-8.8	-4.1	-5.5%	4.3%	-3.6
O=C(CNC(=O)c1ccccc1)Oc1cccc(Cl)c1	-15.4%	6.9%	7.52µM*	-1.3	11.7	13.6	20.2%	7.7%	-0.2
Cc1cc(Cl)ccc1N=C1N=C(N)c2ccccc21	-8.9%	10.3%	-1.8%	-4.2	-15.9	16.3	?	-19.8%	0.6
COCCS(=O)(=O)N(Cc1ccc(Br)cc1)[C@@H](C)C(=O)OC	-8.1%	-0.1%	-8.0%	0.1	-3.7	0.6	2.7%	6.0%	3.0
Cc1cccc(N2CCN(C(=O)CCC(=O)N3CC(C)Oc4ccccc43)CC2)c1C (stereo not drawn)	-2.1%	-0.7%	5.7%	-1.7	30.7	3.4	?	3.5%	-0.1
CCCCNCc1ccc(OCc2ccc(Cl)nc2)c(OC)c1	4.6%	9.9%	-8.0%	2.8	-2.6	-12.3	-24.7%	-11.6%	-0.4
c1ccc2c(c1)oc1c(Nc3ccc4c(c3)OCCO4)ncnc12	-12.2%	?	0.6%	3.1	15.4	16.4	?	-31.0%	.
CC1=C(C(=O)N2CCOCC2)CC(CC(=O)NCCCCc2ccccc2)C(=O)N1Cc1ccc(C(C)(C)C)cc1 (stereo not drawn)	2.4%	16.7%	-7.0%	-3.5	-11.5	4.6	?	-7.2%	-2.0
CC(C)(CO)NCc1ccccc1OCC(=O)Nc1ccccc1	-4.1%	-1.0%	-6.0%	-1.6	-28.5	-12.3	-6.2%	-3.2%	.
COCCC(=O)N1CCC(Oc2ccc(C(=O)NCc3cc(C)n(C)n3)cc2)CC1	-2.6%	-1.1%	-8.6%	-1.1	-4.1	0.4	-1.0%	-0.7%	2.1
COc1ccc(CN2CC(C(=O)NCC3CCCO3)CC2=O)cc1 (stereo not drawn)	2.1%	-2.2%	-0.8%	-1.7	-4.4	0.0	-12.2%	-3.8%	.
O=C(NCCC1=CCCCC1)C1CCCN(S(=O)(=O)c2cccc3cccnc23)C1 (stereo not drawn)	-4.6%	0.6%	-27.8%	-0.5	13.4	-9.6	7.94µM*	?	0.3
Cc1cccc(NS(=O)(=O)c2ccc3[nH]c(=O)cc(C(=O)OC(C)C(=O)Nc4ccc([N+](=O)[O-])cc4)c3c2)c1 (stereo not drawn)	-6.5%	8.0%	-1.1%	0.2	-8.4	-1.0	3.8%	4.5%	-7.9
CCc1nc2ccccc2c(C(=O)Oc2cccc3cccnc23)c1C	-10.3%	5.6%	1.0%	-3.4	38.0	18.8	0.0%	-0.3%	13.6
Cc1cc(C)n(-c2nc(SCC(=O)Nc3nccs3)c3c4c(sc3n2)COC(C)(C)C4)n1	-7.0%	2.4%	-4.3%	0.6	-5.4	-2.3	-2.1%	-3.3%	3.5
CCCCN1C(=O)C(=O)N(CC(=O)Nc2ccc(C(N)=O)cc2)C1=O	3.2%	1.4%	-12.4%	-0.1	-17.0	-1.3	-0.9%	7.4%	-14.5
CC1(C)CC(=O)c2c(O)c(-c3ccccc3)c(=O)n(-c3ccccc3)c2C1	6.6%	-0.2%	-15.6%	-1.1	1.4	2.5	?	-10.5%	3.4
CCN(C(=O)CN1C(=O)NC(c2ccccc2)(c2ccc(C)c(C)c2)C1=O)C1CCCCC1 (stereo not drawn)	-0.6%	-4.4%	-5.0%	1.6	-11.4	-2.4	?	-33.2%	-0.4
Cc1cc(Br)ccc1NC(=O)CCNS(=O)(=O)c1cccc2nonc12	.	-2.4%	.	.	.	2.9	?	-14.9%	.
C[C@]12CC[C@H](OC(=O)CCC(=O)O)CC1=CCC1C2CC[C@@]2(C)C1CC[C@@H]2N (stereo partly drawn)	-7.3%	0.1%	-17.3%	0.5	-6.2	-3.2	-16.9%	-2.5%	-0.2
Fc1ccccc1N=C1Nc2cccc3cccc1c23	-16.8%	27.2%	-4.4%	0.4	-1.2	-6.7	?	-9.4%	10.0
Cc1ccc(C(=O)N2CCN(C)CC2)cc1S(=O)(=O)N1CCCCC1	7.6%	-6.9%	0.0%	0.3	18.6	-4.1	4.0%	-14.0%	0.7
Cc1ccc(-c2cccc(NC(=O)C3C4C=CC(C4)C3C(=O)O)c2)o1 (stereo not drawn)	-6.8%	-5.0%	?	2.7	16.0	1.4	?	1.2%	-2.1
Brc1ccc(-c2csc(/N=C/N3CCOCC3)n2)cc1	-6.8%	1.9%	-2.7%	0.6	-23.4	-0.8	-22.4%	-3.4%	16.4
COc1ccc([C@@H](C)NC(=O)CCc2nnc(-c3cc(C)on3)o2)cc1	-6.4%	-0.2%	-8.0%	-3.6	-8.7	-17.1	-7.2%	7.1%	5.8
CC(C)(C)NC(=O)C(c1cccs1)N(Cc1cccs1)C(=O)c1csnn1 (stereo not drawn)	-5.2%	1.6%	5.5%	-0.2	1.0	1.8	-2.3%	1.6%	-0.3
CCOc1ccc(C(C(=O)NC2CCCCC2)N(C(=O)c2csnn2)C2CC2)cc1 (stereo not drawn)	10.8%	3.3%	-15.0%	2.7	-14.4	-12.5	-3.0%	-1.6%	10.8
O=C(CCN1C(=O)c2ccccc2C1=O)c1cnc[nH]1	-1.7%[57.1 µM]	-5.1%	-20.2%	0.3	-17.9	-0.6	15.0%	0.8%	4.3
O=C1C(Cl)=C(NCc2ccco2)C(=O)c2ccccc21	-18.4%	-6.0%	-11.0%	-4.3	-14.3	-6.5	?	-37.0%	4.2
O=C(CN1C(=O)C2CC=CCC2C1=O)Nc1ccc(S(=O)(=O)N2CCOCC2)cc1 (stereo not drawn)	-18.5%	3.2%	-6.0%	-2.2	2.6	5.7	15.6%	9.5%	-7.4
O=C(CSc1ncn[nH]1)NCc1ccccc1Cl	3.0%	4.2%	-12.1%	-4.8	3.3	0.6	1.5%	1.6%	-0.1
CC(C)Sc1nc2ccccc2n1CC(N)=O	2.4%	-12.7%	-5.6%	-1.5	-13.9	0.0	-4.1%	0.3%	2.2

Five entries already listed, ordered by molar mass, low to high:
SMILES	WRN helicase inh	GLP-1R agonist	PLK1 PBD inh	IL-2 act	DRD3 antagonist	D3 ag	GLP-1R inv ag	GLP1R cytotox	PI5P4K alpha inh
O=C(CCN1C(=O)c2ccccc2C1=O)c1cnc[nH]1	-1.7%[57.1 µM]	-5.1%	-20.2%	0.3	-17.9	-0.6	15.0%	0.8%	4.3
O=C(CSc1ncn[nH]1)NCc1ccccc1Cl	3.0%	4.2%	-12.1%	-4.8	3.3	0.6	1.5%	1.6%	-0.1
O=C1C(Cl)=C(NCc2ccco2)C(=O)c2ccccc21	-18.4%	-6.0%	-11.0%	-4.3	-14.3	-6.5	?	-37.0%	4.2
Brc1ccc(-c2csc(/N=C/N3CCOCC3)n2)cc1	-6.8%	1.9%	-2.7%	0.6	-23.4	-0.8	-22.4%	-3.4%	16.4
CC(C)(C)NC(=O)C(c1cccs1)N(Cc1cccs1)C(=O)c1csnn1 (stereo not drawn)	-5.2%	1.6%	5.5%	-0.2	1.0	1.8	-2.3%	1.6%	-0.3

The listing continues.
SMILES	WRN helicase inh	GLP-1R agonist	PLK1 PBD inh	IL-2 act	DRD3 antagonist	D3 ag	GLP-1R inv ag	GLP1R cytotox	PI5P4K alpha inh
O=c1o[nH]c(-c2ccccc2)c1C=Nc1ccc(Cl)cc1	-1.7%	0.2%	3.9%	3.3	-10.2	-2.0	0.5%	4.6%	1.1
CCOc1ccc(CCNC(=O)COC(=O)Cc2ccc(OC)c(OC)c2)cc1OCC	-3.0%	11.8%	-1.4%	0.7	0.7	-0.7	64.7%[activator]	-6.5%	-3.7
COc1cc2c(cc1OC)C(c1cccs1)N(C(=O)C(C)C)CC2 (stereo not drawn)	-0.4%	-4.8%	-3.1%	-0.4	21.6	-10.9	-6.8%	-10.4%	3.0
CCCC1=NN2C(=N)/C(=C\c3ccc(SCc4ccco4)o3)C(=O)N=C2S1	39.8µM*	-2.9%	23.8µM*	0.1	-10.8	2.7	-24.2%	-27.8%	-56.4*
O=C(O)CSc1nc2ccccc2nc1Cc1ccccc1F	-14.7%	6.9%	?	-0.2	-11.0	5.2	11.7%	-0.8%	-1.4
Cn1nc(N)nc1N1CCN(c2ccc(F)cc2)CC1	-1.2%	-0.2%	-17.6%	-2.1	-7.3	6.4	1.3%	6.2%	0.6
CC(=O)Nc1ccc(NC(=O)CN2C(=O)CC(c3ccco3)Sc3ccccc32)cc1 (stereo not drawn)	.	0.0%	.	.	.	8.3	5.9%	-3.6%	.
CC1CC(C)CN(C(=O)COC(=O)c2cc3ccccc3cc2O)C1 (stereo not drawn)	-12.3%	0.2%	-7.1%	-0.3	0.9	-6.7	?	12.8%	1.2

From PubChem

Compounds were not picked by outcome (roughly 7.8% active in at least one column).
